Screens deposited in PubChem by several laboratories.
TcdB GH inh – inhibitors of Clostridioides difficile toxin B glycohydrolase; P18177; TcdB glycohydrolase enzymatic assay, plate reader; inhibition, % at 9.99 µM; 0.24% of 350,000 active; in the data active = inhibition above about 10%
Target sequence (P18177 whole entry, looked up): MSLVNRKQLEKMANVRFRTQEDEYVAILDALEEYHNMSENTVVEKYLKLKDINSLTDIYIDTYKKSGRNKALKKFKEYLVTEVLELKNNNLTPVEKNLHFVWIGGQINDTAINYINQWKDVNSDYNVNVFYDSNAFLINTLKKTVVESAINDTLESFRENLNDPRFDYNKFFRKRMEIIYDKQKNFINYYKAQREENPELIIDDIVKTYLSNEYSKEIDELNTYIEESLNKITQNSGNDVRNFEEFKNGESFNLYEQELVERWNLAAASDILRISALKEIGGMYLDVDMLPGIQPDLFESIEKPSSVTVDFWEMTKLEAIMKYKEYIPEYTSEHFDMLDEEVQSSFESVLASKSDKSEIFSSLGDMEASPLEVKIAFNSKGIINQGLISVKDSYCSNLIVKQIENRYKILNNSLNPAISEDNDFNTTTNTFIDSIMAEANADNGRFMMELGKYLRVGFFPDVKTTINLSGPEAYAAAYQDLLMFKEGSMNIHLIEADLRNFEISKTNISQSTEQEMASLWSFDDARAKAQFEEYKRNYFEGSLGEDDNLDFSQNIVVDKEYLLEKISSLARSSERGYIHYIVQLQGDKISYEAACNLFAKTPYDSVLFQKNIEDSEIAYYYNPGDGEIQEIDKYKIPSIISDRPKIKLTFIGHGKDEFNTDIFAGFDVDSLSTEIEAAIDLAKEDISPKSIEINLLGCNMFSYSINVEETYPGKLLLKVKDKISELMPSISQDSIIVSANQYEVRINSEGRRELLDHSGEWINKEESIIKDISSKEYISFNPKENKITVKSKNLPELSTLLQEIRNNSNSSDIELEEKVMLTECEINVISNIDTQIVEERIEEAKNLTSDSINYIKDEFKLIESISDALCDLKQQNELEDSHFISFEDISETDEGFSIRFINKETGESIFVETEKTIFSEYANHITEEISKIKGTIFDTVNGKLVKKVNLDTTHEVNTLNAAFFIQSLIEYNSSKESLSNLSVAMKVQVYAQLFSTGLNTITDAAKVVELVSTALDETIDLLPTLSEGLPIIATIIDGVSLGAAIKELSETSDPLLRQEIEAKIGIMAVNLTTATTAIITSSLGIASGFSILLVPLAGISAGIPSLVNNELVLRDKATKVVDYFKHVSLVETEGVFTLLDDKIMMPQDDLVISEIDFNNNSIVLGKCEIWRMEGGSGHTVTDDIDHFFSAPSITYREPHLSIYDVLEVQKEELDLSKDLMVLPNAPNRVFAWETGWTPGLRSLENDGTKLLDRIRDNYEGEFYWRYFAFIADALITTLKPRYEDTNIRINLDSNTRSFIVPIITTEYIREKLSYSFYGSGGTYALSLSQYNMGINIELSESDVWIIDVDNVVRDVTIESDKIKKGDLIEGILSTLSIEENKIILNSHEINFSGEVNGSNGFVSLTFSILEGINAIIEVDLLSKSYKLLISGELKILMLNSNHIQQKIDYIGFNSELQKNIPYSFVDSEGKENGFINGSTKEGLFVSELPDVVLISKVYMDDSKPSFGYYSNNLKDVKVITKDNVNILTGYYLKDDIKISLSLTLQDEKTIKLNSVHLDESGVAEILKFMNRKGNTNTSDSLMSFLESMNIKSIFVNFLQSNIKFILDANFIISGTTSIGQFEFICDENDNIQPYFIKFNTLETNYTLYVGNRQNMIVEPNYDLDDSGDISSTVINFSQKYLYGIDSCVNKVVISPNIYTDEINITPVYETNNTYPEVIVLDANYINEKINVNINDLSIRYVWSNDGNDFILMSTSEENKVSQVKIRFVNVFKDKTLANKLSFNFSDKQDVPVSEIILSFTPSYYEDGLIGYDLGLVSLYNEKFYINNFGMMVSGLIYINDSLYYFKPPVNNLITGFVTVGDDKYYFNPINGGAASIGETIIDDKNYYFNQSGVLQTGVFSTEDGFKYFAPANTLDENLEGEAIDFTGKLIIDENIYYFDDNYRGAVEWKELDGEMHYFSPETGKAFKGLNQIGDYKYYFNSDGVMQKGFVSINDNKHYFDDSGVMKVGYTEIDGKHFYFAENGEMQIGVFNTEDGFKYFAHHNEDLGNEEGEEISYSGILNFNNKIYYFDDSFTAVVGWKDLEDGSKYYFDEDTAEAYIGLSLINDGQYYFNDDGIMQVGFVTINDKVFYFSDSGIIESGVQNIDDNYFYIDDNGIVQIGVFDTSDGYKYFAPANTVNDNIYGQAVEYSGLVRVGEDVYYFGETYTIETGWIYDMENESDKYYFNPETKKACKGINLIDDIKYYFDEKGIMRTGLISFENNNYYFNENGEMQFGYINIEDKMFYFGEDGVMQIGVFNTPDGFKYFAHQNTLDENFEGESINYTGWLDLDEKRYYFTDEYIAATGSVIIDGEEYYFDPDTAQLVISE
Y pestis TopoI – Y. pestis Topo-I inhibition via cleavage products. Y. pestis Topo-I cleavage product accumulation, plate reader. activity, % at 10 µM. AID 504884. 0.064% of 360,000 active; in the data active = activity above about 50%, passing the limit was not always enough; inconclusive = no clear call, values can overlap the other calls; note: inactives centre near 2
GDH-TPI counter – counter-screen for M. tuberculosis FBA inhibitors: GDH-TPI coupled enzymes | 1.2% of 360,000 active | GDH-TPI coupled enzyme counterscreen, NADH absorbance | inhibition, % at 4.8 µM; in the data active = inhibition above about 30%;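 note: 0% = DMSO wells and 100% = wells lacking the enzyme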
Mtb BioA inh – inhibitors of Mycobacterium tuberculosis BioA enzyme; purified M. tuberculosis BioA enzyme, plate reader; inhibition, % at 9.99 µM; 0.096% of 360,000 active; AID 602481; in the data active = inhibition above about 40%; inconclusive = no clear call, values can overlap the other calls
Mtb UGM inh – Mtb UDP-galactopyranose mutase inhibition. inhibition, % at 10 µM. AID 504406. purified UGM, fluorescence polarization probe displacement. P9WIQ1. 0.06% of 320,000 active; in the data active = inhibition above about 10%, passing the limit was not always enough; inconclusive = no clear call, values can overlap the other calls
FBA Mtb inh – inhibits M. tuberculosis FBA enzyme | inhibition, % at 1 µM | purified M. tuberculosis FBA, fluorescence read-out | 2.3% of 360,000 active | P9WQA3; in the data active = inhibition above about 27%;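 note: 0% = vehicle and 100% = reference inhibitor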
BH1578 lux ind – induces V. cholerae light production without autoinducers | V. cholerae BH1578 lux reporter, luminescence, 6 h | activation, % at 18.7 µM | 0.16% of 350,000 active | AID 588436; in the data active = activation mostly above about 9.7%, no sharp cut-off; inconclusive = no clear call, values can overlap the other calls; inactive = mostly below about 3.7%; note: not every result past the cut was called active; inactives centre near 0; reference of the scale not given here
PfHsp40 rescue – rescue of PfHsp40-mediated yeast toxicity | S. cerevisiae expressing PfHsp40, growth rescue, ATP luminescence | growth rescue, % at 12.5 µM | 0.68% of 340,000 active; in the data active = growth rescue above about 28%, passing the limit was not always enough; inconclusive = no clear call, values can overlap the other calls;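 note: yeast W303a lacking pdr1 and pdr3 grown in galactose medium; growth measured after three days at 30 °C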
FadD28 FP inh – M. tuberculosis FadD28 bisubstrate binding inhibition; inhibition, % at 12.5 µM; 0.22% of 360,000 active; FadD28 bisubstrate probe binding, fluorescence polarization; in the data active = inhibition above about 8.5%, passing the limit was not always enough; inconclusive = no clear call, values can overlap the other calls
Starred values were filed as active, the others as inactive; i = inactive; u = inconclusive; x = no result given. The order is random. About 4.6% of those tested had a hit in this group.

SMILES	TcdB GH inh	Y pestis TopoI	GDH-TPI counter	Mtb BioA inh	Mtb UGM inh	FBA Mtb inh	BH1578 lux ind	PfHsp40 rescue	FadD28 FP inh
CC1(C(=O)NCc2ccc(C(F)(F)F)cc2)CCN1Cc1cc2ccccc2o1 (configuration not stated)	-3.6	18.5	12.8	0.0	x	0.4	i	x	-2.8
CC(C)NS(=O)(=O)c1ccc(NC(=O)C(C)OC(=O)C2CCC2)cc1 (configuration not stated)	-0.2	-1.2	-0.6	-1.0	0.5	-1.4	0.5	0.1	-3.7
O=C(O)c1ccc(NS(=O)(=O)c2ccc3c(c2)OCCO3)cc1	-1.9	-7.8	-4.0	-0.5	2.2	1.7	-0.4	-0.9	-2.1
O=C(OCC(=O)N1CCOCC1)c1cncc(Br)c1	-1.9	3.4	2.7	-0.6	x	-0.5	0.1	x	0.1
CCCNc1ncnc2sc(C)c(C)c12	x	-8.2	17.5	-1.0	-2.8	2.2	i	1.6	1.1
CCCCC(C)n1[nH]c(=O)c2c(C)cc(C)nc21 (configuration not stated)	2.8	4.8	7.7	x	-1.1	2.4	-0.5	0.2	-2.7
Oc1ccccc1-c1n[nH]c(=S)n1Cc1ccccc1	2.5	4.5	-3.2	0.1	3.4	2.8	-0.6	2.0	-1.9
O=Cc1cn(CC(=O)NCC2CCCO2)c2ccccc12 (configuration not stated)	x	0.5	2.6	-1.9	2.7	-4.2	3.7	-0.5	-0.6
NS(=O)(=O)c1ccc(CNC(=O)c2ccc3c(c2)OCO3)cc1	2.7	-2.3	-7.0	-0.1	2.8	-0.2	i	1.2	-1.6
CCCCCn1c(=O)[nH]c2cc(C(=O)NCCCN(CC)CC)ccc2c1=O	x	7.5	16.3	-0.2	0.3	2.7	-25.8	0.1	-0.6
Cc1cccc(C)c1Cn1c(C)c(C(=O)NCc2ccc(C#N)cc2)sc1=O	1.0	23.9	10.1	-1.0	x	4.9	1.9	x	2.9
Cc1ccc(S(=O)(=O)Nc2cccc(-n3cnnn3)c2)cc1C	-1.2	-1.9	-0.8	0.4	-0.2	1.8	-0.2	0.6	-1.8
Cn1nc(C(F)(F)F)c(/C=N/OCc2c(Cl)cccc2Cl)c1Cl	x	1.9	7.5	-2.6	-0.9	-0.7	-0.3	0.5	-1.7
COc1ccccc1C(=O)/C=C/c1ccc(N2CCCCC2)c([N+](=O)[O-])c1	-0.2	43.3	10.4	-1.1	-1.3	-4.1	-0.4	0.7	-1.7
Cc1ccc2nc(CCc3ccc(N)cc3)[nH]c2c1	1.4	-5.9	4.9	3.3	0.8	-0.1	-0.8	1.6	-3.3
C#CCOCCOCCOCCNc1nc(N2CCN(C(=O)[C@H]([C@@H](C)CC)n3cc([C@@H](N)CO)nn3)CC2)nc(N2CCN(C(=O)[C@H](Cc3ccc(O)cc3)n3cc([C@@H](N)CC(C)C)nn3)CC2)n1	-1.6	1.6	2.2	-0.2	0.2	0.8	i	-0.9	-0.3
O=C(CNc1cccc(S(=O)(=O)N2CCOCC2)c1)Nc1ccccc1F	1.7	9.2	3.0	0.2	0.4	0.7	-2.5	-0.6	-0.3
O=S(=O)(Nc1ccccc1)C1CCCCC1	0.6	-1.8	8.8	-3.3	x	1.8	i	-1.0	0.3
CCc1nnc(NC(=O)CSc2nc3c(c(=O)n2CC)SC(C)C3)s1 (configuration not stated)	0.0	-2.8	3.9	0.4	0.1	-2.1	0.6	0.6	-1.0
O=C(NC1CCCC1)c1ccc(CS(=O)(=O)Cc2ccccc2Cl)o1	-1.3	-0.3	-1.7	-1.6	0.4	-1.5	-0.7	-0.9	-2.8

Next part (2 carried over from the part before).
SMILES	TcdB GH inh	Y pestis TopoI	GDH-TPI counter	Mtb BioA inh	Mtb UGM inh	FBA Mtb inh	BH1578 lux ind	PfHsp40 rescue	FadD28 FP inh
CCc1nnc(NC(=O)CSc2nc3c(c(=O)n2CC)SC(C)C3)s1 (configuration not stated)	0.0	-2.8	3.9	0.4	0.1	-2.1	0.6	0.6	-1.0
O=C(NC1CCCC1)c1ccc(CS(=O)(=O)Cc2ccccc2Cl)o1	-1.3	-0.3	-1.7	-1.6	0.4	-1.5	-0.7	-0.9	-2.8
CCOc1ccc(CN(C)C(=O)c2cc(S(=O)(=O)N3CCCC3)ccc2C)cc1	0.8	12.8	5.6	x	-2.9	-1.0	-2.7	0.1	-2.1
COc1ccccc1C(=O)Nc1ccccc1SC	x	-1.6	7.4	-0.4	-0.3	3.8	-5.4	1.9	-1.6
Cc1ccc(-c2cc(C(=O)NCc3cnn(C)c3C)c3cc(Br)ccc3n2)cc1	x	0.3	12.7	-1.7	-0.1	-1.7	0.7	6.9	-4.6
CC(C)CC(NC(=O)C(NC(=O)OC(C)(C)C)C(C)C)C(N)=O (configuration not stated)	0.5	0.6	0.8	x	1.5	5.6	3.3	0.3	-2.9
Clc1ccc(Cn2cc(Br)cn2)cc1Cl	0.8	8.1	-4.9	-0.8	-2.6	-0.9	-0.4	1.5	-3.8
CCN(CC(=O)NC(C)C)Cc1nc2c(Br)cc(Br)cc2c(=O)[nH]1	2.1	3.6	7.8	-1.4	2.1	3.2	0.4	2.9	-5.5
COc1ccc(-c2nc3nc(C)c(Cc4ccccc4)c(=O)n3[nH]2)cc1	x	-0.1	1.3	-1.1	2.0	7.7	i	0.1	-1.3
COc1cc2[nH]c(=O)n(CCCCCC(=O)N3CCN(c4ccccc4)CC3)c(=O)c2cc1OC	x	-1.8	-3.9	-1.5	-1.7	1.6	i	-0.1	-1.0
CC(C)c1ccc(NC(=O)NC(C)c2ccc3c(c2)OCO3)cc1 (configuration not stated)	1.9	14.7	9.8	-2.9	-1.3	2.2	5.3	-0.3	1.0
Cc1ccc(S(C)(=O)=O)cc1S(=O)(=O)Nc1cccc(Cl)c1	0.6	0.2	8.6	x	0.1	3.2	-0.2	-0.8	-0.8
COc1cc(NC(=O)C(C)Oc2ccccc2)ccc1NC(=O)COc1ccccc1 (configuration not stated)	0.0	22.2	-0.3	-1.0	-1.0	-1.8	-4.5	7.4	-3.1
Cc1ccc(NC(=O)c2nnn(-c3ccc4c(c3)OCCO4)c2N)cc1	0.8	7.9	-5.2	0.5	-0.7	-0.5	-0.3	1.8	-0.6
N#CC1=C(N)N(c2ccccc2)C(c2cccc([N+](=O)[O-])c2)C1(C#N)C#N (configuration not stated)	x	-4.6	8.1	x	0.4	2.5	-0.5	0.3	-0.1
c1ccc(Cn2nnnc2-c2ccco2)cc1	x	48.1	-5.8	-0.8	-1.6	-0.1	-14.3	0.5	-0.4
O=C1NN(c2cccc(Br)c2)C(=O)/C1=C\c1ccccc1	0.0	-9.8	4.3	-1.1	1.0	4.3	-1.6	2.6	u
CN(Cc1ccccc1)c1ccc(C(CC(N)=O)NC(=O)Cc2cccc3ccccc23)cc1[N+](=O)[O-] (configuration not stated)	0.0	33.3	0.0	0.3	2.6	-0.5	-0.3	1.6	-0.4
Clc1ccc2nc(COc3ccccc3)[nH]c2c1	1.8	7.3	-1.7	1.8	-2.4	1.2	0.7	3.6	-1.8
CCCCNC(=S)NNC(=O)c1ccco1	x	8.5	3.2	-0.3	-0.3	1.7	i	-0.5	-2.4
CC1=NN(c2ccc(S(=O)(=O)O)cc2C)C(=O)C1	-2.4	3.6	-8.0	x	-0.3	-2.3	0.4	-1.5	-3.2
O=C(CSC1c2ccccc2-c2ccccc21)N/N=C/c1ccccc1O	x	14.0	16.7	0.9	2.9	2.5	-0.4	2.0	-1.5
O=C(Nc1ccc(Cl)cc1)Nn1cnnc1	1.2	0.6	2.6	0.5	x	-0.8	-0.2	-0.1	0.5
O=C1CCCN1c1ccc(C(=O)N(Cc2nnc(-c3ccc(Cl)cc3)o2)C2CC2)cc1	-0.2	2.9	-2.8	-0.1	3.7	2.2	i	0.4	-2.1
NC(=S)NN=Cc1nccc2c(C(F)(F)F)cccc12	0.9	14.1	28.0	-0.1	x	-4.6	i	x	-1.9
CN(CC(=O)Nc1ccc(Cl)cc1)C(=O)COc1ncnc2ccccc12	1.2	-1.9	-1.0	-0.1	-3.3	-1.2	0.7	0.0	-3.0
O=C1CCC(=O)c2oc3ccccc3c2N1	x	-9.8	30.9*	4.7	-0.4	-0.4	i	0.0	-2.5
COc1ccc(C2=NS(=O)(=O)N(C)C(C(=O)N3CCOCC3)=C2)cc1OC	-0.7	2.9	12.9	-1.0	2.3	-2.3	-0.2	0.8	-3.5
CN(Cc1cccs1)C(=O)COc1cccc(-n2cnnn2)c1	x	1.0	4.6	x	0.6	0.8	-0.2	0.9	-1.7
CCCC1S/C(=N/N=C/c2ccc(C)cc2)N(Cc2ccc(OC)cc2)C1=O (configuration not stated)	x	8.2	9.8	-2.6	-0.2	-0.8	-0.4	0.7	-2.0
O=C(Nc1c(-c2ccccc2)nc2ccc(Cl)cn12)c1cccs1	x	3.2	9.5	-0.6	1.0	3.0	-0.7	0.2	-0.8
CC(C)(C)c1ccccc1NC(=O)Cn1cnc2cc([N+](=O)[O-])ccc2c1=O	2.0	-23.3	-2.9	-0.1	-0.2	-3.3	-0.9	7.9	-3.7
CCN(CC)CCNC(=O)Cn1nc(-c2ccc(C)cc2)ccc1=O	x	7.1	5.6	-0.2	-1.2	7.6	-2.2	-0.3	-0.8
Cc1ccc2nc(-c3ccc(NC(=O)C(C)Sc4nncs4)cc3)sc2c1 (configuration not stated)	-0.5	3.8	33.8*	-1.9	2.7	14.8	0.4	-1.4	1.5
c1ccc(-c2cc(NCCN3CCCCC3)c3ccccc3n2)cc1	0.7	6.6	16.4	-0.7	-0.6	5.0	i	-1.2	-1.4
O=C(O)c1ccc(CS(=O)(=O)c2c(Cl)cccc2Cl)o1	2.3	-0.5	-2.6	-1.3	0.8	-1.4	i	0.5	-2.6
Clc1ccc(SCCn2ccnc2)cc1	x	4.2	3.1	0.2	-0.4	-2.0	i	-1.0	-2.5
O=C(CSc1nnc(CNc2ccc(Cl)cc2)o1)Nc1nc2c(s1)CCCC2	x	2.0	13.3	-0.2	1.2	1.7	-0.4	2.3	15.2*
Cc1ccccc1Nc1nc(-c2cccnc2)nc2ccccc12	0.3	4.4	10.3	-0.1	4.4	-1.5	-0.3	1.8	-8.3
COc1cccc2cc(C(C)N(CCCN3CCOCC3)C(=S)Nc3ccc(C)cc3)oc12 (configuration not stated)	1.2	24.8	11.4	-0.1	-1.9	-3.1	0.1	-2.0	-0.3
CCOC(=O)C1(c2ccccc2)CCN(CCC(=O)Nc2ccc(OC)cc2)CC1	0.3	19.2	0.9	0.0	x	-3.3	-0.8	x	-3.8
COc1ccc(/C=N/NC(=O)c2ccn[nH]2)cc1COc1ccc(F)cc1	x	1.3	16.4	4.0	-0.1	-6.2	-14.3	0.6	-1.9
O=C(CC1Sc2ccccc2NC1=O)OC(C(=O)NCCc1ccccc1)c1cccnc1 (configuration not stated)	x	-1.0	7.8	0.1	2.2	0.8	i	0.8	-3.0
Cc1cccc(NC(=O)C23CCC(C)(C2Br)C3(C)C)c1 (configuration not stated)	x	6.7	-4.6	x	0.4	-0.8	i	-1.1	-4.2
CCCN(C(=O)c1cc(S(=O)(=O)N2CCN(CC)CC2)ccc1Cl)C1CCS(=O)(=O)C1 (configuration not stated)	-0.1	-2.5	-2.5	0.1	x	7.1	i	-0.6	1.7
CC(C)C(=O)Nc1ccc(C=C2C=Cc3ccccc32)cc1	0.1	-1.6	7.6	-2.0	x	-5.4	i	x	-1.4
C=CC12CN(C)[C@@H]3C4CO[C@H](C[C@H]41)[C@]1(C(=O)Nc4ccccc41)[C@@H]32 (some centres not stated)	0.6	3.5	-2.0	0.3	-0.4	1.2	-0.5	0.4	-2.3
CC(C)CC(NC(=O)C(NC(=O)C1CCC(=O)N1C(=O)OCc1ccccc1)C(C)C)C(=O)N1CCCC1C(N)=O (configuration not stated)	-10.4	-1.0	-4.2	-1.8	-0.6	-1.5	i	-0.9	-0.1
CCOc1nc(SCCOc2ccccc2)nc(N(C)C)n1	x	30.2	2.7	0.7	2.8	4.3	-0.4	3.1	0.5
CCCCc1ccc(NC(=O)CN2C(=O)NC(Cc3ccccc3)C2=O)cc1 (configuration not stated)	1.6	2.9	-1.1	-0.6	x	1.6	2.2	0.2	0.2
